GBA activity up = increases beta-glucosidase activity in Gaucher fibroblasts. actives 0.44% (n = 30,000). L444P Gaucher fibroblasts, 4-MU-glucoside fluorescence, 3 days. AID 784. activation, % at 10 µM. P04062; in the data active = activation above about 65%;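 also: 0% = vehicle wells and 100% = positive control wells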
Target sequence (P04062 whole entry L483P): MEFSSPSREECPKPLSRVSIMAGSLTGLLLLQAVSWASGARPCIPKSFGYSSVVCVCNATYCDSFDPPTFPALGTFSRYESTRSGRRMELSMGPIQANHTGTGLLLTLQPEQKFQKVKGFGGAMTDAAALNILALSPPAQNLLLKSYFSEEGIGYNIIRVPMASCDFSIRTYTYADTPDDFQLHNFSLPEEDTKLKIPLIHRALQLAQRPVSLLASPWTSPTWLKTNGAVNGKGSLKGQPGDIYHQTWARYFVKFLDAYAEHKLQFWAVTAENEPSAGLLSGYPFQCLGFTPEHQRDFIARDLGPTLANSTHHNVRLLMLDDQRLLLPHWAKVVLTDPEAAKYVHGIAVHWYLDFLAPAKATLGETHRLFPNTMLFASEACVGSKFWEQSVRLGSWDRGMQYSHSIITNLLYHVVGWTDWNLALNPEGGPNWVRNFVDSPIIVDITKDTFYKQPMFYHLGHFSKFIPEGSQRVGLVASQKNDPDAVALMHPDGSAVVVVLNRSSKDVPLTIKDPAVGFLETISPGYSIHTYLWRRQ
The depositor's hits bear a star.

SMILES | GBA activity up
COc1cc(OC)cc(-c2nnc(SCC(=O)N(Cc3ccccc3)C(C)(C)C)o2)c1 | -33
CCOC(=O)CSc1nc2ccccc2n1CC(=O)N1CCN(c2ccccc2)CC1 | -6
O=C(NCCCN1CCOCC1)c1ccc(CS(=O)(=O)Cc2ccccc2Cl)o1 | -36
CCOC(=O)C(C)Sc1nc2c(c(=O)[nH]c(=O)n2C)n1C/C=C(/C)Cl (stereo not given) | -3
Cn1cc(CNC(=O)C2CCCCC2)cn1 | -7
Cc1cccc(CCNC(=O)C2CCN(S(=O)(=O)c3c(C)nn(C)c3C)CC2)c1 | -6
CCOC(=O)CC1C(=O)NC2CCCCC2N1C(=O)Nc1ccc(Cl)cc1 (stereo not given) | -40
O=C1CC(Cc2ccccc2)C(=O)N1c1ccc(Cl)cn1 (stereo not given) | 61
Cc1sc2ncnc(-n3cnc4ccccc43)c2c1C | -3
COc1ccccc1N1CCN(C(=O)C(C)N(c2ccc(C)c(C)c2)S(C)(=O)=O)CC1 (stereo not given) | 37
O=C1CN(C(=O)COC(=O)C2=COCCO2)c2ccccc2N1 | -13
CCOC(=O)c1sc2nc(N3CCOCC3)c3c(c2c1N)CCC3 | -3
COc1ccccc1N1CCN(C(=O)C2CCN(S(=O)(=O)N3CCOCC3)CC2)CC1 | -9
O=C(O)C1OC(C(=O)O)C2C1C(F)(F)C2(F)F (stereo not given) | 0
Cc1cc(SCC(=O)Nc2ccccc2)nc(C)n1 | 9
CC#CCN(CC#CC)S(=O)(=O)c1ccc(S(=O)(=O)N2CCOCC2)cc1 | 2
COC(=O)CSc1nnc(CNc2ccc(F)cc2)o1 | 1
Cc1cc(C)c2c(=O)[nH]n(C3CC(C)N(C)CC3C)c2n1 (stereo not given) | -2
COc1ccc(N2CCN(CCNC(=O)c3c(C)cc(=O)oc3C)CC2)cc1 | -75
COc1ccc(OC)c(NC(=O)C2C3CC4OC(=O)C2C4C3)c1 (stereo not given) | -48
OCC#CCSc1nnc(-c2ccc(Br)cc2)o1 | 22
O=C(NCc1ccncc1)c1c(F)c(F)c(F)c(F)c1F | -20
CCOC(=O)Cc1nnc2c(Nc3ccc(Cl)cc3)nc3nonc3n12 | -6
O=C(NCc1ccco1)C1CCN(S(=O)(=O)c2ccc(-n3cnnn3)cc2)CC1 | -15
O=C(NCC(c1cccnc1)N1CCOCC1)c1cccc(Cl)c1 (stereo not given) | -7
Cc1cc(NC(=O)COC(=O)C(Cc2ccccc2)NC(=O)c2ccco2)no1 (stereo not given) | -15
CCNC(=O)CC1C(=O)N(c2ccc(F)cc2)C(=O)N1Cc1ccccn1 (stereo not given) | -33
Cc1nn(C)c(C)c1NS(=O)(=O)c1ccccc1 | -8
Cc1ccc(C(=O)CSc2nnc(CNc3ccc(C)cc3C)o2)cc1 | 13
CCCSc1nnc(-c2c[nH]c3ccccc23)n1C | -18
Cc1cc(C)cc(OCC(=O)Nc2cccc(-c3nnc(-c4ccco4)o3)c2)c1 | -3
CCOC(=O)c1cc(C#N)c(SCc2ccc(C#N)cc2)nc1C | -21
COC(=O)C(C)NC(=O)C1CCCN1S(=O)(=O)c1cc(C)c(Cl)cc1C (stereo not given) | -11
CCOC(=O)COc1ccc2c(c1)C(=O)CC(C)(c1cccnc1)O2 (stereo not given) | 18
CCOc1ccc(N(CC(=O)NC2CCCC2)C(=O)CCC(=O)Nc2ccccn2)cc1 | -5
O=C(NCc1ccccc1)c1cc(-c2ccco2)on1 | -2
Cc1ccccc1N(CC(=O)NCC1CCCO1)C(=O)C1(C)CC(=O)N=C2C=CC=CN21 (stereo not given) | 0
CCN(CC)C(=O)CSc1ncnc2c1nnn2-c1ccc(OC)cc1 | 6
Cc1ccc(-c2noc(CCC(=O)N3CCCc4ccccc43)n2)cc1 | -8
O=C1CN(S(=O)(=O)c2ccccc2)CC(=O)N1CCc1ccccc1 | -28
CS(=O)CSc1nc2c(cc1C#N)CCCC2 (stereo not given) | -8
CS(=O)(=O)c1ccc(-c2nn[nH]n2)cc1 | -17
Cc1cc(C(=O)CSc2nnc(-c3cccs3)n2Cc2ccccc2)c(C)n1C | 3
O=C(CN(CC1CCCO1)C(=O)CCC(=O)Nc1nccs1)NCC1CCCO1 (stereo not given) | -19
O=C(NC1(O)C(=O)c2ccccc2C1=O)c1ccccc1 | -4
O=C(OCc1cc(-c2ccccc2)no1)c1ccc2ccccc2n1 | 12
CCOc1ccccc1C(=O)Nc1ccccc1C(N)=O | 1
Cc1noc(C)c1S(=O)(=O)N1CCC(C(=O)Nc2ccc(OC(F)(F)F)cc2)CC1 | -54
CC(=O)c1nnn(-c2nc(N3CCCC3)nc(N(c3ccccc3)c3ccccc3)n2)c1C | 1
CCOc1ccc(-c2nnc(N(CC)C(=O)C3CCC3)s2)cc1 | -3
CCN1CCN(c2ncc(C(=O)N3CCN(c4ccccc4OC)CC3)c3ccccc23)CC1 | -28
Nc1c2c(nc3ccn(-c4ccccc4)c(=O)c13)CCCCC2 | 18
COc1ccc(CCN2C(=O)c3[nH]nc(-c4ccccc4O)c3C2c2ccc(C)cc2)cc1OC (stereo not given) | 4
Cn1c(=O)[nH]c(=O)c2c1nc(N1CCCC1)n2CCCSc1nc2ccccc2o1 | 1
Cc1cc(C)nc(Sc2c(C)n[nH]c2C)n1 | -9
COc1ccccc1-c1n[nH]c(=S)n1-c1ccccc1 | -15
O=[n+]1cc(-c2ccccc2)n([O-])c2c1CCC2 | -37
CCCCN(C(=O)Cn1nnc2ccccc21)C(C(=O)NCCOC)c1ccc(OC)cc1OC (stereo not given) | -28
CCCCC[C@H](O)/C=C/[C@@H]1[C@@H](CCCCCCC(=O)O)[C@@H](O)C[C@H]1O | -38
CC(=O)Nc1ccc(SCC(=O)OCC(=O)NC(=O)NCc2ccco2)cc1 | -2

(list continues)
SMILES | GBA activity up
c1cc(-c2nc3cc(Oc4ccc5oc(-c6ccncc6)nc5c4)ccc3o2)ccn1 | 17
CCOC(=O)c1cc(OC(=O)c2cccnc2)n(-c2ccccc2)n1 | -20
COc1cc(S(=O)(=O)N(Cc2cccs2)CC2CCCO2)ccc1-n1cnnn1 (stereo not given) | 0
Oc1ccccc1Nc1nc(NCC2CCCO2)c2ccccc2n1 (stereo not given) | 25
Cc1occc1C(=O)Nc1ccccc1NC(=O)c1ccoc1C | -14
CNC(=O)CN(c1cccc2ccccc12)S(C)(=O)=O | -31
C[C@]12C[C@H](O)[C@H]3[C@@H](CCC4=CC(=O)CC[C@@]43C)[C@@H]1CC[C@@H]2C(=O)CO | -12
CCOC(=O)N1CCN(c2nc(C(F)(F)F)nc3c(C)cc(C)cc23)CC1 | -17
CCOC(=O)c1c(C)[nH]c(C(=O)COC(=O)c2cn(CC)c3nc(C)ccc3c2=O)c1C | 48
Cc1ccc(OCCn2c(C)c(/C=N/n3cnnc3)c3ccccc32)cc1 | -70
O=C(Oc1ccc2ccc(OC(=O)N3CCOCC3)cc2c1)N1CCOCC1 | 8
CCC(C)c1ccc(O)c(N)c1 (stereo not given) | 10
COc1ccc(OC)c(C(c2nnnn2C(C)(C)C)N2CCc3ccccc3C2)c1 (stereo not given) | 5
CC(C)C(c1nnnn1Cc1ccccc1)N(CCCO)Cc1cc2cc3c(cc2[nH]c1=O)OCO3 (stereo not given) | 8
CC(C)CN(CC(C)C)c1nc(N)c(C#N)c(CC#N)c1C#N | -47
COc1cc(CN2CCN(c3ccccc3F)CC2)cc(OC)c1O | 0
O=C(CSc1nnc(-c2cccnc2)n1Cc1ccco1)c1ccc(Cl)c(Cl)c1 | 30
CC(C)c1nc(=S)n(-c2ccccc2)[nH]1 | -5
CCc1ccc2oc(-c3cc(N)cc(C)c3O)nc2c1 | 6
CCCc1nc(SCC(=O)N2CCCC2)c2ccccc2n1 | -12
CCn1c(=NC(=O)CSC(C)=O)sc2ccccc21 | -53
COc1ccc(CNc2nc3ccccc3n2CCN2CCCCC2)c(OC)c1 | -15
Cc1cc(C)c(C(=O)CN2C(=O)CCC2=O)cc1C | -6
O=S(=O)(c1cccc(C(F)(F)F)c1)N1CCC(O)(c2cccnc2)CC1 | -26
CC(=O)N(CN1C(=O)c2ccccc2C1=O)c1cccc(C)c1 | -28
CN(c1ccccc1C(N)=O)S(=O)(=O)c1ccccc1 | -18
C=C1CSc2nc(=O)c3c(C)c(C)sc3n21 | -25
CN1CCCN(C(=O)c2cc(=O)[nH]c3ccccc23)c2nc3ccccc3nc21 | -6
CC(=O)c1ccc(NC(=O)N2CCN(c3cccc(Cl)c3)CC2)cc1 | -4
CCS(=O)(=O)NCC(c1cccnc1)N1CCN(c2ccc(F)cc2)CC1 (stereo not given) | -38
Cc1noc(C)c1COC(=O)CCC(=O)c1ccc(F)cc1 | -39
COc1cccc(C2C(C(=O)c3cccs3)=C(O)C(=O)N2CCCn2ccnc2)c1OC (stereo not given) | -17
COc1ccc(OC)c(S(=O)(=O)N2c3cc(F)ccc3CCC2C)c1 (stereo not given) | -7
CC(C)CCNC(=O)CCNS(=O)(=O)c1ccc(Cl)cc1 | -4
O=C(NC1CCCCC1)c1ccc(S(=O)(=O)N2CCOCC2)cc1 | -3
CC(=O)N1CCN(C2=Nc3cccc4cccc2c34)CC1 | 40
CC1CN(C(=O)Cn2cnc3c2c(=O)n(C)c(=O)n3C)CC(C)O1 (stereo not given) | -24
O=C(O)CCC(=O)N1CCN(c2nc3ccccc3s2)CC1 | -28
COc1ccc(OC)c(Nc2nc(-c3cccs3)cs2)c1 | 2
CC(=O)OC(C(=O)NCc1ccc2c(c1)OCO2)c1ccccc1Cl (stereo not given) | -1
CC1CCN(S(=O)(=O)c2ccc(Br)s2)CC1 | -8
Cc1c(NS(C)(=O)=O)c(=O)n(-c2ccccc2)n1C | -12
Cc1sc2nc(SCC(=O)c3cc(C)n(CC4CCCO4)c3C)n(C(C)C)c(=O)c2c1C (stereo not given) | 5
O=C(NCC1COc2ccccc2O1)c1cn(Cc2ccc(F)cc2)nn1 (stereo not given) | 6
CCOC(=O)c1ccc(NS(=O)(=O)c2cccc3nsnc23)cc1 | -7
COCc1[nH]nc2c1C1(C(=O)Nc3ccc(F)cc31)C(C#N)=C(N)O2 (stereo not given) | -50
O=C(Cn1cnc2ccccc2c1=O)N(Cc1ccco1)c1ccc(O)cc1 | -1
COc1ccccc1-c1nnc(NC(=O)C(C)C)s1 | -4
COC(=O)C1=C(CSc2nnnn2C)NC(=O)NC1c1cc(C)ccc1C (stereo not given) | -5
CCC(C)(C)NC(=O)C(c1ccccc1F)N(Cc1ccco1)C(=O)c1csnn1 (stereo not given) | 3
Cn1nnnc1SCCNS(=O)(=O)c1ccccc1 | -13
CCn1c(C)c(C(C)=O)c(N2CCC(C(N)=O)CC2)nc1=S | -8
CCOC(=O)C(NC(=O)CC)(Nc1ccc(S(=O)(=O)Nc2ncccn2)cc1)C(F)(F)F (stereo not given) | 12
CC(=O)c1ccc(NC(=O)c2noc3c2CCCCC3)cc1 | -14
CCOC(=O)c1c(N)sc(C(=O)N2CCOCC2)c1C | -4
Cc1csc(-c2cnn(-c3ccccc3)c2NC(=O)c2ccccc2)n1 | 9
CCN(CC)c1ccc(NC(=O)CN2CCN(CC(=O)Nc3ccc(F)cc3)CC2)cc1 | -53
O=c1c2cc(N3CCOCC3)ccc2[nH]c(=S)n1CCCN1CCN(c2ccccc2F)CC1 | -12
C=CCc1c(C)c(C#N)c2nc3ccccc3n2c1NCCN(C)C | 11
CCOC(=O)c1c(C)[nH]c(C(=O)OCC(=O)N2CCN(S(=O)(=O)c3ccccc3)CC2)c1C | -14

Going on with the list.
SMILES | GBA activity up
O=C(CCCN1C(=O)CCC1=O)Nc1ccc2c(c1)OCCO2 | 16
O=C(c1cnc2sccn2c1=O)N(Cc1ccccc1)c1ccccn1 | 7
Cc1ccc(C2=N/C(=C/N3CCOCC3)C(=O)O2)cc1 | 1
O=C(Nc1ccc2c(c1)OCCO2)C1CCN(C(=O)c2ccc(Br)cc2)CC1 | 2
Cc1nc2ccc(C(=O)O)cc2c2c1CC(C)S2 (stereo not given) | -12
Cc1nn(C)c(C)c1CNC(=O)c1cc2n(n1)C(C(F)(F)F)CC(c1cccs1)N2 (stereo not given) | -36
CS(=O)(=O)N(CC(=O)NCc1ccc2c(c1)OCO2)Cc1ccc(Cl)cc1 | -10
COC(=O)CCN(c1ccccc1)S(=O)(=O)c1ccc(OC)cc1 | -12
O=C(COc1ccc(S(=O)(=O)N2CCCC2)cc1)NCCC1=CCCCC1 | -14

Molecules from the list above with an NH in an aromatic ring:
SMILES | GBA activity up
CCOC(=O)C(C)Sc1nc2c(c(=O)[nH]c(=O)n2C)n1C/C=C(/C)Cl (stereo not given) | -3
Cc1cc(C)c2c(=O)[nH]n(C3CC(C)N(C)CC3C)c2n1 (stereo not given) | -2
CCCSc1nnc(-c2c[nH]c3ccccc23)n1C | -18
CS(=O)(=O)c1ccc(-c2nn[nH]n2)cc1 | -17
COc1ccc(CCN2C(=O)c3[nH]nc(-c4ccccc4O)c3C2c2ccc(C)cc2)cc1OC (stereo not given) | 4
Cn1c(=O)[nH]c(=O)c2c1nc(N1CCCC1)n2CCCSc1nc2ccccc2o1 | 1
Cc1cc(C)nc(Sc2c(C)n[nH]c2C)n1 | -9
COc1ccccc1-c1n[nH]c(=S)n1-c1ccccc1 | -15
CCOC(=O)c1c(C)[nH]c(C(=O)COC(=O)c2cn(CC)c3nc(C)ccc3c2=O)c1C | 48
CC(C)C(c1nnnn1Cc1ccccc1)N(CCCO)Cc1cc2cc3c(cc2[nH]c1=O)OCO3 (stereo not given) | 8
CC(C)c1nc(=S)n(-c2ccccc2)[nH]1 | -5
CN1CCCN(C(=O)c2cc(=O)[nH]c3ccccc23)c2nc3ccccc3nc21 | -6
COCc1[nH]nc2c1C1(C(=O)Nc3ccc(F)cc31)C(C#N)=C(N)O2 (stereo not given) | -50
O=c1c2cc(N3CCOCC3)ccc2[nH]c(=S)n1CCCN1CCN(c2ccccc2F)CC1 | -12
CCOC(=O)c1c(C)[nH]c(C(=O)OCC(=O)N2CCN(S(=O)(=O)c3ccccc3)CC2)c1C | -14

A portion of the library, so the mix of outcomes need not match the whole.
